Screens: PubChem BioAssay, NMMLSC
Bcl-W Bim block = human Bim-Bcl-W interaction inhibition. bead-based flow cytometry, Bim peptide-Bcl-W binding. inhibition, % at 10 µM. Q92843. AID 952. 0.02% of 190,000 active;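 note: 0% = bound tracer without compound and 100% = peptide blocker; higher means less fluorescent Bim peptide bound to Bcl-W beads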
Target sequence (Q92843 whole entry, looked up): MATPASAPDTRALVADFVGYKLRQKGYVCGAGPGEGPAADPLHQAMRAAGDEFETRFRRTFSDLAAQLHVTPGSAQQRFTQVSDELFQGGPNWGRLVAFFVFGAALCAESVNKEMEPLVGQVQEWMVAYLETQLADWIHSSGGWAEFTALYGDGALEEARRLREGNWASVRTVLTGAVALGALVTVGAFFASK
Bfl-1 Bim block = human Bim-Bfl-1 interaction inhibition | inhibition, % at 10 µM | Q16548 | AID 1008 | 0.12% of 190,000 active | Bead-based flow cytometry, Bim-Bfl-1 binding inhibition;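 note: 0% = wells without compound plus tracer and 100% = blocker peptide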
Bim-Bcl-2 = human Bim-Bcl-2 interaction inhibition; 0.06% of 190,000 active; inhibition, % at 10 µM; Bead-based flow cytometry, Bim peptide-Bcl-2 binding; in the data active = inhibition above about 40%; inconclusive = no clear call, values can overlap the other calls;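 note: 0% = no compound wells with probe peptide and 100% = reference peptide inhibitor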
Target sequence (P10415 whole entry, looked up): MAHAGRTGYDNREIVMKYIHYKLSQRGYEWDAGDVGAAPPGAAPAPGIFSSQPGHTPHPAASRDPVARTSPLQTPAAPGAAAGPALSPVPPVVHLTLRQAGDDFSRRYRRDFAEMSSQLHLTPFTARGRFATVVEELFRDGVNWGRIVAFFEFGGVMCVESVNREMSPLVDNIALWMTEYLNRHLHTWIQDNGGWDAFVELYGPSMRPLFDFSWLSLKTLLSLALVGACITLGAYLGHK
Cdc42 wt = changes GTP binding to wildtype human Cdc42 | P60953 | GST-Cdc42 beads, Bodipy-GTP binding, flow cytometry; actives lie on both sides | percent activity (GTP binding), % at 10 µM | 0.2% of 190,000 active | AID 761;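 active = percent activity GTP binding at least 20 points away from the 100% baseline, either down as inhibitor or up as activator; inconclusive = compound flagged as likely green fluorescent from well-wide comparison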;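 note: median bead fluorescence of bound Bodipy-FL-GTP at 100 nM; 0% = excess unlabeled GTP control and 100% = no compound control; below 100% means less GTP binding so inhibitor and above means activator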
Rab2 wt GTP = changes GTP binding to wildtype dog Rab2A, up or down; GST-Rab2 wt beads, Bodipy-GTP binding, flow cytometry; 0.19% of 190,000 active; GTP binding activity, % at 10 µM;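 active = GTP binding activity at least 20 points away from 100%, either lowered or raised; inconclusive = signal likely due to the compound's own green fluorescence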;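 note: 0% = beads with excess unlabeled GTP and 100% = no-compound control corrected for plate trend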
Rac1 wt modul = human Rac1 wildtype GTP binding, inhibitors and activators. GST-Rac1 beads, fluorescent GTP binding, flow cytometry; actives lie on both sides; 0 = cold GTP competed, 100 = untreated. AID 757. GTP binding activity (% of control), % at 10 µM. P63000. 0.27% of 190,000 active;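 active = GTP binding activity at least 20 points away from the 100% control level, either lower or higher; inconclusive = compound flagged as likely green fluorescent, judged across all proteins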
Bim-Bcl-XL = inhibitors of Bim-Bcl-XL interaction, human. Bim peptide-Bcl-XL binding, bead flow cytometry, fluorescence. inhibition, % at 10 µM. 0.04% of 190,000 active. AID 1007
Rac1 mut GTP = alters GTP binding to activated mutant human Rac1 | P63000 | GST-Rac1 activated beads, fluorescent GTP binding, flow cytometry; actives lie on both sides; 100% means binding = to untreated wells | percent activity (GTP binding), % at 10 µM | 0.11% of 190,000 active | AID 764;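 active = GTP binding at least 20 percentage points away from the 100% baseline, in either direction, so actives lie on both sides; inconclusive = Compound likely fluorescent itself, or too few beads counted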
HRas wt GTP = changes GTP binding to wildtype human HRas | GST-Ras wt beads, Bodipy-FL-GTP binding, flow cytometry; actives lie on both sides | GTP binding activity, % at 10 µM | 0.14% of 190,000 active | AID 759;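 active = GTP binding activity at least 20% away from the 100% baseline, either lowered as inhibitor or raised as activator; inconclusive = flagged as likely green fluorescent, judged across all proteins in the well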;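 note: 0% = unlabeled GTP competition control and 100% = no-compound control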
Target sequence (P01112 whole entry, looked up): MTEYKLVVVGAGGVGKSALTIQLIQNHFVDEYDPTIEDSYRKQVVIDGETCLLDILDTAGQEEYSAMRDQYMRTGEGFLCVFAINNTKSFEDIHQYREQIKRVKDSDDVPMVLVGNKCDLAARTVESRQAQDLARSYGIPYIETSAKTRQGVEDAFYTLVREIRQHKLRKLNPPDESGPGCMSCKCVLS
Bcl-B Bim block = inhibitors of Bim-Bcl-B interaction, human; bead-based flow cytometry, Bim peptide-Bcl-B binding; inhibition, % at 10 µM; Q9HD36; 0.073% of 190,000 active;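 note: 0% = tracer peptide without compound and 100% = reference inhibitor peptide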
Target sequence (Q9HD36 whole entry, looked up): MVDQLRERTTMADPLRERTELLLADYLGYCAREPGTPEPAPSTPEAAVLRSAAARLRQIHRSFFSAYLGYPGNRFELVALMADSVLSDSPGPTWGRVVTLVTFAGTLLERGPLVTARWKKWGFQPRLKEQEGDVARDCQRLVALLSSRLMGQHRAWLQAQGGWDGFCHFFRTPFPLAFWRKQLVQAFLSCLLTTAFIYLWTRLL
Rab7 wt modul = alters GTP binding to wildtype dog Rab7 | 0.055% of 190,000 active | AID 758 | GTP binding activity (percent of control), % at 10 µM | GST-Rab7 beads, fluorescent GTP binding, flow cytometry; actives lie on both sides; untreated = 100%, excess cold GTP = 0%;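 active = fluorescent GTP binding to Rab7 beads changed by at least 20 points from the 100% baseline, either direction, mostly lower; inconclusive = compound itself probably fluorescent, or too few beads counted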;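 note: median green fluorescence of bound Bodipy-FL-GTP per Rab7 bead population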
* hit, by the source's call; ? = inconclusive. Cut-off read from the data, not from the text of the source, unless noted: active = inhibition above about 40%.

Values in the order – Bcl-W Bim block, Rac1 mut GTP, Bim-Bcl-2, HRas wt GTP, Bcl-B Bim block, Rab2 wt GTP, Cdc42 wt, Rac1 wt modul, Bim-Bcl-XL, Rab7 wt modul, Bfl-1 Bim block
[1] O=C(CCC1CCCC1)N1CCN(C(=O)COc2ccccc2)CC1
    2, 104, -2, 108, -4, 111, 114, 119, -4, 106, -7
[2] NC(=O)c1ccc(NC(=O)COC(=O)CC(NC(=O)c2ccccc2Cl)c2ccccc2)cc1 (stereo not given)
    1, 98, -3, 96, -3, 95, 97, 95, -2, 97, -5
[3] COc1ccc(CCN2C(=O)CC(N3CCOCC3)C2=O)cc1OC (stereo not given)
    -2, 98, 0, 101, -6, 99, 102, 104, -2, 102, 0
[4] CN(C)c1ccc(CNc2ncc(Br)cc2Br)cc1
    0, 97, -4, 99, -1, 99, 101, 99, -4, 101, -3
[5] O=C(C/C(=N/O)c1ccccc1O)C(F)F
    -1, 100, 2, 105, 0, 106, 105, 103, -3, 102, -2
[6] S=C1NC[C@H](CC2CCCCC2)N1CC1CCCCC1
    0, 98, -2, 98, -7, 98, 98, 100, 0, 104, -5
[7] O=C(CCn1c(=O)[nH]c2ccccc2c1=O)NCCSCc1ccccc1
    -4, 97, -1, 97, 0, 98, 97, 99, -8, 100, -2
[8] O=C(CN1C(=O)CCC1=O)Nc1nc(-c2ccccn2)cs1
    -2, 97, 0, 97, 2, 97, 97, 96, 0, 99, 0
[9] COCCNC(=O)CSc1nc2ccc(N3CCOCC3)cc2c(=O)n1Cc1ccc(OC)cc1
    -1, 96, -1, 98, -7, 97, 99, 96, -3, 97, 1
[10] Cc1ccc2nc(N3CCN(C)CC3)c(C#N)cc2c1
    0, 99, 0, 100, 2, 99, 102, 102, 3, 97, 2
[11] CC(=O)Nc1ccc(C(=O)CSc2nnc3scc(-c4ccccc4)n23)cc1
    0, 96, 2, 97, -5, 96, 97, 96, -6, 96, 0
[12] CCCCCOc1ccc(NC(=O)C2OC3OC(C)(C)OC3C3OC(C)(C)OC23)cc1 (stereo not given)
    -2, 100, -1, 105, -2, 100, 103, 102, -1, 101, -4
[13] CCCc1nc2c([nH]1)C(c1cccnc1)C(C#N)=C(N)O2 (stereo not given)
    -4, 100, -2, 100, -6, 97, 101, 107, -4, 97, -4
[14] Cc1ccc2c(c1)C(=O)C(=O)N2CC(=O)Nc1ccc(N2CCOCC2)cc1
    1, 95, 0, 99, 5, 98, 96, 99, -2, 104, -6
[15] O=C(NCN1CCCCC1)c1cnccn1
    4, 98, -5, 102, -4, 99, 99, 104, -11, 103, -6

Reprinted from the entries so far (2 entries):
Values in the order – Bcl-W Bim block, Rac1 mut GTP, Bim-Bcl-2, HRas wt GTP, Bcl-B Bim block, Rab2 wt GTP, Cdc42 wt, Rac1 wt modul, Bim-Bcl-XL, Rab7 wt modul, Bfl-1 Bim block
[1] O=C(CCC1CCCC1)N1CCN(C(=O)COc2ccccc2)CC1
    2, 104, -2, 108, -4, 111, 114, 119, -4, 106, -7
[2] NC(=O)c1ccc(NC(=O)COC(=O)CC(NC(=O)c2ccccc2Cl)c2ccccc2)cc1 (stereo not given)
    1, 98, -3, 96, -3, 95, 97, 95, -2, 97, -5

Next compounds
Values in the order – Bcl-W Bim block, Rac1 mut GTP, Bim-Bcl-2, HRas wt GTP, Bcl-B Bim block, Rab2 wt GTP, Cdc42 wt, Rac1 wt modul, Bim-Bcl-XL, Rab7 wt modul, Bfl-1 Bim block
[16] COc1cc(Br)cc(CN2CCN(C=O)CC2)c1O
    0, 98, 3, 100, 0, 100, 100, 100, 0, 101, -2
[17] CCCOc1ccc(C(=O)ON=C2CCN(C)CC2)cc1
    -3, 100, -2, 100, -3, 100, 102, 100, 0, 99, -5
[18] Cc1cccc(C(=O)NC(=S)NNC(=O)c2ccc(Cl)cc2)c1
    1, ?, 1, ?, 0, ?, ?, ?, 0, ?, 0
[19] CC1CCCCC1NC(=O)C1CCN(S(=O)(=O)c2ccc3c(c2)CCC(=O)N3)CC1 (stereo not given)
    11, 96, 0, 90, 6, 93, 93, 94, 4, 91, 5
[20] C/C(=N\Nc1ccc([N+](=O)[O-])cc1[N+](=O)[O-])C(C)(C)C(C(=O)O)C(=O)O
    -6, 90, -6, 90, -4, 91, 92, 91, -9, 89, -3
[21] Cc1cc(C)c2nc(/N=C(\N)NC(=O)Nc3ccccc3)nc(C)c2c1
    0, 101, -2, 100, -1, 98, 103, 102, -1, 101, 1
[22] CC(=O)Nc1ccc(S(=O)(=O)Nc2nc3ccccc3nc2Nc2ccccc2)cc1
    -3, ?, -4, ?, -6, ?, ?, ?, -5, ?, -15
[23] COc1ccc(C(=O)c2sc3nc(-c4ccccc4)ccc3c2N)cc1
    6, 98, 15, 95, -9, 99, 96, 98, 8, 98, 8
[24] CCCOc1ccc(CC2CCC(=O)NC2=O)cc1 (stereo not given)
    -3, 99, -5, 101, -10, 101, 103, 104, -4, 100, -17
[25] COCC(=O)N(C)c1nnc(-c2cnc(C)cn2)s1
    -2, 97, -1, 98, -1, 97, 100, 95, -1, 96, 0
[26] COc1ccc(CN(Cc2ccc(C(=O)O)cc2)C(=S)Nc2ccccc2Cl)cc1OC
    -8, 95, -7, 97, -5, 98, 94, 101, -5, 107, -6
[27] CCCn1c(=O)[nH]c(=O)c2c1nc(-c1ccc(OC)c(Br)c1)n2CCOC
    -3, 96, 1, 98, -3, 100, 100, 102, 0, 103, -5
[28] CC(C)c1ccc(NC(=O)COc2ccc(S(=O)(=O)N3CCOCC3)cc2)cc1
    -2, 95, -3, 97, -1, 97, 101, 105, -1, 97, -4
[29] CC(C)(C)c1cc(=O)n2c(C#N)c(C#N)nc2[nH]1
    -2, 94, -4, 98, -6, 96, 99, 98, -4, 97, -9
[30] CCOC(=O)N1CCN(C(=O)c2ccc(Cn3c(=S)[nH]c4cc(OCC)c(OCC)cc4c3=O)cc2)CC1
    1, ?, 1, ?, -10, ?, ?, ?, -2, ?, -2
[31] Cc1ccc(C(=O)NC2CC3CCCC(C2)N3C(=S)NCc2ccco2)cc1 (stereo not given)
    0, 97, -2, 95, -10, 96, 95, 100, -4, 98, -2
[32] COc1ccc(N(CC(=O)NCCC2=CCCCC2)S(=O)(=O)c2ccccc2)cc1OC
    -5, 97, -1, 99, -4, 97, 95, 99, -4, 100, -2
[33] O=C1CC(Nc2ccc3ccccc3c2)C(=O)N1Cc1ccccc1 (stereo not given)
    0, 102, -6, 102, -9, 104, 101, 107, -6, 103, -13
[34] CCC(Oc1ccccc1)C(=O)Nc1nnc(C)s1 (stereo not given)
    0, 96, 0, 98, -1, 101, 96, 97, 0, 101, 1
[35] CCOC(=O)C(NC(C)=O)C(OC(C)=O)c1cccc(N(CCO)CCO)c1 (stereo not given)
    0, 100, 1, 101, -1, 100, 104, 104, 0, 98, -2
[36] CN1CCN(C(=S)c2ccc(N(C)C)cc2)CC1
    -2, 97, -9, 99, -41, 98, 102, 99, -7, 99, 4
[37] COc1ccc(S(=O)(=O)NCCc2ccccc2)cc1
    1, 98, 0, 105, 1, 102, 103, 105, 1, 104, 0
[38] Cc1ccc(C=C2C(=O)c3ccccc3C2=O)s1
    4, 95, -5, 98, -2, 97, 95, 97, 0, 98, -4
[39] Nc1nc(N)c2ncc(C(=O)CCc3ccccc3)nc2n1
    4, 92, 3, 95, -4, 93, 98, 95, 2, 97, 2
[40] CC(C)OC(=O)CSc1nnc(-c2cnccn2)n1C
    0, 98, -4, 99, -2, 101, 98, 102, 0, 102, -14
[41] COc1ccccc1N1CCN(C(CNS(C)(=O)=O)c2cccnc2)CC1 (stereo not given)
    -1, 97, -4, 92, -8, 93, 98, 98, -2, 92, -6
[42] O=C(CSc1ncccn1)NC(=O)NCc1ccccc1
    -1, 99, 2, 99, 0, 99, 101, 103, -2, 95, 0
[43] Cc1cc(C(=O)COC(=O)c2ccncc2)c(C)n1CCc1ccc(F)cc1
    -3, 96, -1, 99, -5, 100, 98, 100, -2, 107, -4
[44] OCCCN=c1cc(-c2ccccc2)oc2ccc(Cl)cc12
    -2, 98, -3, 100, -5, 96, 102, 100, -4, 95, -10
[45] Oc1ccc(-c2cn3c(n2)SCC3)cc1
    2, 93, -8, 101, -9, 93, 103, 102, -1, 96, -9
[46] COc1ccccc1N1CCN(C(=O)c2c(-c3ccccc3)noc2C)CC1
    8, 97, 7, 100, 7, 99, 103, 101, 11, 100, 6
[47] COc1cccc(CN(C)C(=O)CCc2nnc(-c3ccsc3)o2)c1
    -1, 97, -1, 100, -5, 101, 100, 103, 0, 98, -9
[48] O=C(NC1CCS(=O)(=O)C1)C1C2CC3CC(C2)CC1C3 (stereo not given)
    -2, 95, -3, 91, -7, 95, 96, 94, 0, 93, -7
[49] CC(NC(=O)Nc1ccccc1)C(c1ccccc1)N1CCOCC1 (stereo not given)
    -2, 97, 0, 100, -6, 97, 98, 103, -3, 96, -2
[50] Cc1nn(C)c(Cl)c1CN1CCCC(CO)(Cc2cccc(Cl)c2)C1 (stereo not given)
    -4, 91, -4, 90, -8, 90, 91, 93, -9, 90, -7
[51] CCOc1cc(C)c(Cl)cc1S(=O)(=O)NCCOC
    -4, 99, -6, 102, -4, 100, 101, 103, -6, 102, -2
[52] CN(c1ccccc1)C1CCCCC1NS(=O)(=O)c1ccc(Cl)cc1 (stereo not given)
    -4, 101, -2, 101, -7, 100, 101, 105, -8, 100, -6
[53] FC(F)(F)c1nnc2ccc(N3CCN(c4ccccc4)CC3)nn12
    0, 98, -7, 99, -11, 99, 99, 101, -8, 96, -15
[54] CCNC(=O)c1ccc(C2SCC(=O)N2CCc2ccccc2)cc1 (stereo not given)
    -1, 98, 3, 98, 1, 97, 101, 105, 0, 99, 0
[55] Cc1nc(Oc2ccc(Cl)cc2)c2oc3ccccc3c2n1
    0, 97, -3, 99, -2, 99, 100, 99, -4, 99, -1
[56] O=[N+]([O-])c1ccc(N=NNc2ccccc2)cc1
    -2, 102, 0, 95, -5, 103, 102, 103, -2, 96, -4
